Cycloheximide cs – affects cycloheximide protein synthesis inhibition readout, counter-screen. cell reporter, cycloheximide protein synthesis inhibition counterscreen. AID 2314. max response, %. 300,000 compounds, 12% hits; in the data active = max response mostly above about 13%, no sharp cut-off; inactive = mostly below about 14%; also: read at 38.3 µM for the half of the compounds with a filed dose; 0% is about no effect
AmpC no deterg – inhibitors of E. coli AmpC beta-lactamase without detergent; P00811; AmpC nitrocefin hydrolysis, absorbance 480 nm, 0.0001% Triton; Potency, µM (highest dose often 57.1 µM), for the others: at the highest dose activity change, negative = inhibition, hits mostly inhibitors; 330,000 compounds, 0.52% hits;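 also: potency is read from the fitted curve at half-maximal effect; plate controls were no compound for no effect and no enzyme for full effect; nearly all actives have a fitted effect of over 20% in size; some results filed as inactive show a strong effect at the top dose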
Target sequence (P00811 whole entry, looked up): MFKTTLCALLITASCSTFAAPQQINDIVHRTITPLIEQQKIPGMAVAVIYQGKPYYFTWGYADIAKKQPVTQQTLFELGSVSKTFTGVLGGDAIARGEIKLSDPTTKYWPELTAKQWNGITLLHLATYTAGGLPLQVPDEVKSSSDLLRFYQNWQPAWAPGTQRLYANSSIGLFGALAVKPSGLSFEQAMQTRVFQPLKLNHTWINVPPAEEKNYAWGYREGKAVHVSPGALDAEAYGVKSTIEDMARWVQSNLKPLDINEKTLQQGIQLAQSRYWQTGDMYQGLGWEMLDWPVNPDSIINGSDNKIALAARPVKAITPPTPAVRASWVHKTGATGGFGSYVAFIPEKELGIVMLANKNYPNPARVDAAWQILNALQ
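AmpC (5.3 nM in the dispensed reagent) in 20 mM phosphate pH 7.0 with 0.01% (detergent screen) or 0.0001% Triton X-100 was preincubated with compounds for 15 min at room temperature. Nitrocefin was then added from an 800 uM solution, and hydrolysis was followed at 480 nm.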
LmPK inhibitor – LmPK (Leishmania mexicana) enzyme inhibition. purified LmPK, Kinase-Glo ATP luminescence, 1 h. Potency, µM (doses to about 57.5 µM), without a hit: at the highest dose activity change, negative = inhibition, hits mostly inhibitors. 290,000 compounds, 0.37% hits. Q27686. AID 1721; also: potency is read from the fitted curve at half-maximal effect; % is scaled to controls: 0 for no effect and ±100 for the full control effect
Target sequence (Q27686 whole entry, looked up): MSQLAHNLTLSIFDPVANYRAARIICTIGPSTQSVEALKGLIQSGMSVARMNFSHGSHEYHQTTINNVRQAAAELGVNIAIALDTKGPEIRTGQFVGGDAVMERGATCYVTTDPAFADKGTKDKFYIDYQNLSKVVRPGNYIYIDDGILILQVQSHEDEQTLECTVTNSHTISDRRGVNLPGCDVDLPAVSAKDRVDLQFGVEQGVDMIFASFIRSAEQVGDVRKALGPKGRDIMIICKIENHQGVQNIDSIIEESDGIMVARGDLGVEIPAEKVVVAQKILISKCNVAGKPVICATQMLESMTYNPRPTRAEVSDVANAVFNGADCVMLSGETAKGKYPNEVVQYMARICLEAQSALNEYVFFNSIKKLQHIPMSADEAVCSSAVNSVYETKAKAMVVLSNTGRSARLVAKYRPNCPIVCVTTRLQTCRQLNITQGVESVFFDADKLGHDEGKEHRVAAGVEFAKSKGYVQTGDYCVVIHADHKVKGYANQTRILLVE
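Kinase-Glo luminescence read after 1 h RT reaction of 0.1 nM LmPK with 0.5 mM PEP and 0.1 mM ADP. Activity scaled between uninhibited and enzyme-free controls.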
Tb PYK inh – T. brucei pyruvate kinase inhibition. Q57TT1. TbPYK enzyme, Kinase-Glo Plus ATP luminescence, 45 min. Potency, µM (top dose mostly 76.8 µM), inactives show top-dose activity, negative = inhibition, actives largely listed as inhibitors. 410,000 compounds, 0.12% hits. AID 624173; also: potency is read from the fitted curve at half-maximal effect; % is scaled to controls: 0 for no effect and ±100 for the full control effect; nearly all actives have a fitted effect of over 50% in size
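Readout: single end-point luminescence (Kinase-Glo Plus, 10 min). Reaction conditions were TbPYK/substrate plus 130 uM ADP, 45 min at RT, pH 7.2 TEA buffer. No-enzyme wells served as controls, and data were normalized before concentration-response fitting.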
Pf growth 48h – inhibits P. falciparum growth in the first generation, 48 h | P. falciparum luciferase growth in erythrocytes, 48 h | Potency, µM (titrated, usually from 28.7 µM), for inactives: at the top dose activity change, negative = inhibition, most hits filed as inhibitors | 310,000 compounds, 5.9% hits | AID 504832; also: potency is read from the fitted curve at half-maximal effect; % is scaled to controls: 0 for no effect and ±100 for the full control effect
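Luminescence readout; reporter = integrated firefly luciferase in P. falciparum. RBC culture at 2% hematocrit, 0.1% parasitemia final, 37 C/5% CO2; decreased signal taken as growth inhibition.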
Shiga inhibitor – Shiga toxin inhibition | 290,000 compounds, 9.2% hits | Vero cells, Shiga toxin protein synthesis inhibition reporter | inhibition, % at 38.7 µM; in the data active = inhibition mostly above about 28%, no sharp cut-off; inactive = mostly below about 43%; also: 0% is about no effect
Pf growth 96h – P. falciparum growth inhibition at 96 hours | P. falciparum luciferase reporter growth, 96 h | Potency, µM (top dose mostly 28.7 µM), inactives show at the top dose activity change, negative = inhibition, hits mostly inhibitors | 320,000 compounds, 6.9% hits; also: potency is read from the fitted curve at half-maximal effect; % is scaled to controls: 0 for no effect and ±100 for the full control effect
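Delayed-death screen, second-generation endpoint: infected erythrocytes, 2% hematocrit, 0.05% parasitemia final; 96 hours at 37 C, 5% CO2; luciferase detection reagent; luminescence decrease equals reduced growth.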
Starred values were filed as active, the others as inactive; [ ] = another dose, or the depositor's remark. Unless noted, calls follow the shape of the dose curve; as a rule, active = well fitted curve in the direction sought with a large enough effect; inconclusive = small, poorly fitted or top-dose-only effect, or another doubt; inactive = no such curve, though single readings can be large; an effect the other way counts as inactive or inconclusive. This is a random part of the collection. Share with any hit: about 22%.

`CCNc1nc(N2CCOCC2)nc(N(c2ccccc2)c2ccccc2)n1` gave Cycloheximide cs 1, AmpC no deterg -1%, LmPK inhibitor 2%, Tb PYK inh -6%, Pf growth 48h 25%, Shiga inhibitor -4 and Pf growth 96h 40%[activator].
For CC(C)(C)C(=O)Nc1ccc(S(=O)(=O)Nc2ccccn2)cc1 the results were Cycloheximide cs 5, AmpC no deterg -18%, LmPK inhibitor -1%, Tb PYK inh 2%, Pf growth 48h 10%, Shiga inhibitor 28 and Pf growth 96h -37%.
For CCS(=O)(=O)N1Cc2ccccc2CC1C(=O)Nc1cccc(C)c1 (stereo not drawn) the results were Cycloheximide cs 37*, AmpC no deterg -28%, LmPK inhibitor 2%, Tb PYK inh -13%, Pf growth 48h 53%[activator], Shiga inhibitor 120* and Pf growth 96h 45%[activator].
O=C(Nc1ccccc1)c1ccccc1OCC(O)CN1C(=O)c2ccccc2S1(=O)=O (stereo not drawn) was read as Cycloheximide cs -3, AmpC no deterg -48%, LmPK inhibitor 5%, Tb PYK inh 3%, Pf growth 48h -10%, Shiga inhibitor 39 and Pf growth 96h 14%.
Screening CC(C)(C)NC(=O)NC(=O)COC(=O)C1=COCCO1 returned Cycloheximide cs -3, AmpC no deterg -19%, LmPK inhibitor 6%, Tb PYK inh -1%, Shiga inhibitor -4 and Pf growth 96h 6%.
For CC(=O)Nc1c(C(=O)N2CCCCCC2)cnn1-c1ccccc1Cl the results were Cycloheximide cs -3, AmpC no deterg -10%, LmPK inhibitor 0%, Tb PYK inh -9%, Pf growth 48h 15%, Shiga inhibitor -3 and Pf growth 96h -23%.
`O=C(CCS(=O)(=O)c1ccccc1)Nc1nccs1` gave Cycloheximide cs 4, AmpC no deterg -9%, LmPK inhibitor 3%, Tb PYK inh 6%, Shiga inhibitor -6 and Pf growth 96h inconclusive.
Screening COc1ccc(C2CC(c3c(O)n(CCc4ccccc4)c(=O)[nH]c3=O)=NN2)cc1OC (stereo not drawn) returned Cycloheximide cs -3, AmpC no deterg -8%, LmPK inhibitor 1%, Tb PYK inh -10%, Pf growth 48h 0%, Shiga inhibitor 13 and Pf growth 96h -13%.
Screening CCOc1ccc(OCC)c(NC(=O)Cn2c(C)nc3ccccc3c2=O)c1 returned Cycloheximide cs 14, AmpC no deterg 69%[activator], LmPK inhibitor 1%, Tb PYK inh 3%, Pf growth 48h 4%, Shiga inhibitor 20 and Pf growth 96h 2%.
CSc1ccccc1OCc1cc(C(=O)NCCn2nc(C)cc2C)no1 was read as Cycloheximide cs 11*, AmpC no deterg 69%[activator], LmPK inhibitor 6%, Tb PYK inh 3%, Pf growth 48h inconclusive, Shiga inhibitor 6 and Pf growth 96h 8%.
`COCCn1c(O)c(/C=N/NC(=O)CSC(=S)N2CCCC2)c(=O)[nH]c1=S` gave AmpC no deterg -34%, Tb PYK inh 0%, Pf growth 48h inconclusive and Pf growth 96h 49%[activator].
For NCCCC[C@@H]1NC(=O)c2cc([N+](=O)[O-])cc(F)c2NCCCC[C@@H](C(N)=O)NC(=O)CNC1=O the results were Cycloheximide cs -3, AmpC no deterg -1%, LmPK inhibitor 1%, Tb PYK inh 0%, Pf growth 48h 12%, Shiga inhibitor -13 and Pf growth 96h -13%.

Overlap with the part before: 2 compounds, followed by the next part.
`COCCn1c(O)c(/C=N/NC(=O)CSC(=S)N2CCCC2)c(=O)[nH]c1=S` gave AmpC no deterg -34%, Tb PYK inh 0%, Pf growth 48h inconclusive and Pf growth 96h 49%[activator].
For NCCCC[C@@H]1NC(=O)c2cc([N+](=O)[O-])cc(F)c2NCCCC[C@@H](C(N)=O)NC(=O)CNC1=O the results were Cycloheximide cs -3, AmpC no deterg -1%, LmPK inhibitor 1%, Tb PYK inh 0%, Pf growth 48h 12%, Shiga inhibitor -13 and Pf growth 96h -13%.
Screening CCCc1nc2ccccc2c(C(=O)OCc2nnc(-c3cc(OC)c(OC)c(OC)c3)o2)c1CC returned Cycloheximide cs -1, AmpC no deterg 74%[activator], LmPK inhibitor -2%, Tb PYK inh -2%, Pf growth 48h 4.7µM*, Shiga inhibitor 18 and Pf growth 96h -6%.
For Nc1nonc1-n1nnc(C(=O)N/N=C/c2ccccc2Br)c1CN1CCCC1 the results were Cycloheximide cs -3, AmpC no deterg -14%, LmPK inhibitor 2%, Tb PYK inh 0%, Pf growth 48h 38%[activator], Shiga inhibitor -8 and Pf growth 96h inconclusive.
`O=[N+]([O-])c1ccc2[nH]nc(-c3ccccc3)c2c1` gave Cycloheximide cs 7, AmpC no deterg -26%, LmPK inhibitor 1%, Tb PYK inh 1%, Pf growth 48h 36%[activator], Shiga inhibitor -2 and Pf growth 96h inconclusive.
Screening CC(O)c1nc2ccc(C(=O)O)cc2[nH]1 (stereo not drawn) returned Cycloheximide cs -2, AmpC no deterg -8%, LmPK inhibitor 6%, Tb PYK inh 8%, Pf growth 48h inconclusive, Shiga inhibitor 3 and Pf growth 96h 140%[activator].
Screening COc1ccccc1C(=O)Nc1ccncc1 returned Cycloheximide cs -4, AmpC no deterg -14%, LmPK inhibitor 2%, Tb PYK inh -2%, Pf growth 48h 31%[activator] and Pf growth 96h -15%.
Screening Cc1nc(NC2CCCCC2)c2nnn(Cc3ccccc3Cl)c2n1 returned Cycloheximide cs -2, AmpC no deterg -25%, LmPK inhibitor 2%, Tb PYK inh -11%, Pf growth 48h -26%, Shiga inhibitor 9 and Pf growth 96h 56%[activator].
`O=C(O)C(Cc1ccccc1)n1cnnn1` (stereo not drawn) gave Cycloheximide cs -3, AmpC no deterg -4%, LmPK inhibitor -6%, Tb PYK inh 4%, Pf growth 48h 16%, Shiga inhibitor 29 and Pf growth 96h 35%[activator].
Screening COc1cc(F)cc(C2=CC(=O)C[C@H](c3ccc(F)cc3)C2)c1 returned AmpC no deterg -27%, Tb PYK inh 1%, Pf growth 48h inconclusive and Pf growth 96h inconclusive.
For O=C(O)CSc1nc2c(cnn2-c2ccccc2)c(=O)n1-c1ccc(Br)cc1 the results were Cycloheximide cs -3, AmpC no deterg -14%, LmPK inhibitor 12%, Tb PYK inh 4%, Pf growth 48h 1%, Shiga inhibitor -8 and Pf growth 96h 4%.
Screening CCn1c(=O)c(CCC(=O)N2CCN(c3ccccn3)CC2)c(C)c2c(C)nn(-c3ccccc3)c21 returned Cycloheximide cs -1, AmpC no deterg 29%, LmPK inhibitor 10%, Tb PYK inh 0%, Pf growth 48h inconclusive, Shiga inhibitor -12 and Pf growth 96h inconclusive.
Screening CC1=CC2=NC(=O)/C(=C/c3coc4ccc(Cl)cc4c3=O)C(=N)N2O1 returned Cycloheximide cs 2, AmpC no deterg -27%, LmPK inhibitor 1%, Tb PYK inh 1%, Pf growth 48h 29%, Shiga inhibitor -3 and Pf growth 96h -1%.
For Cc1ccc(C23CC4CC(CC(C(=O)NC(C(=O)O)C(C)C)(C4)C2)C3)cc1 (stereo not drawn) the results were Cycloheximide cs -1, AmpC no deterg -5%, LmPK inhibitor 7%, Tb PYK inh -3%, Pf growth 48h inconclusive, Shiga inhibitor -9 and Pf growth 96h -158%.
`COc1ccc(CN2C(=O)c3cccnc3C2=O)cc1S(=O)(=O)NC(C)C` gave Cycloheximide cs -2, AmpC no deterg -2%, LmPK inhibitor 0%, Tb PYK inh -2%, Pf growth 48h 14%, Shiga inhibitor -9 and Pf growth 96h 7%.
`CC(=O)Nc1ccc(NC(=O)CN2CCCC(C)C2)c(Cl)c1` (stereo not drawn) gave Cycloheximide cs 23*, AmpC no deterg -4%, LmPK inhibitor 17%, Tb PYK inh 1%, Shiga inhibitor 29 and Pf growth 96h 36%[activator].
`Cc1ccc(S(=O)(=O)Nc2ccc(NC(=O)Nc3cccc(C(F)(F)F)c3)cc2)cc1` gave Cycloheximide cs -1, AmpC no deterg -15%, LmPK inhibitor -1%, Tb PYK inh -5%, Pf growth 48h 13µM*, Shiga inhibitor -7 and Pf growth 96h inconclusive.
Screening c1ccc(Cn2nnc3cnccc32)cc1 returned Cycloheximide cs 6, AmpC no deterg -19%, LmPK inhibitor -4%, Tb PYK inh -10%, Shiga inhibitor -4 and Pf growth 96h -2%[5.75 µM].
`C/C(=N/NS(=O)(=O)c1ccccc1)c1ccc(NC(=O)C2CC2)cc1` gave Cycloheximide cs 2, AmpC no deterg -29%, LmPK inhibitor -1%, Tb PYK inh 4%, Pf growth 48h 1%, Shiga inhibitor 30 and Pf growth 96h inconclusive.
For CCN(C(=O)COC(=O)C(Cc1ccccc1)N1C(=O)c2ccccc2C1=O)C1CCS(=O)(=O)C1 (stereo not drawn) the results were Cycloheximide cs -2, AmpC no deterg 161%[activator], LmPK inhibitor 1%, Tb PYK inh 1%, Pf growth 48h -3%, Shiga inhibitor -1 and Pf growth 96h 20%.
`O=C(CS(=O)(=O)c1ccc(Cl)cc1)NCc1ccccc1` gave Cycloheximide cs 8, AmpC no deterg -14%, LmPK inhibitor 5%, Tb PYK inh inconclusive, Pf growth 48h 20%, Shiga inhibitor 6 and Pf growth 96h inconclusive.
O=C(Nc1cccc(C(F)(F)F)c1)c1sc(Cl)nc1C(F)(F)F was read as Cycloheximide cs -2, AmpC no deterg -7%, LmPK inhibitor 11%, Tb PYK inh -1%, Pf growth 48h 1% and Pf growth 96h -25%.
COc1ccc(C(=O)c2c(N)sc3c2CCN(C)C3)cc1 was read as Cycloheximide cs -2, AmpC no deterg 11%, LmPK inhibitor 6%, Tb PYK inh -8%, Pf growth 48h inconclusive, Shiga inhibitor -16 and Pf growth 96h inconclusive.
`COc1ccc(N(C(=O)c2cccnc2)S(=O)(=O)c2cccc([N+](=O)[O-])c2)cc1` gave Cycloheximide cs -2, AmpC no deterg 4%, LmPK inhibitor 3%, Tb PYK inh -5%, Pf growth 48h -20%, Shiga inhibitor 2 and Pf growth 96h inconclusive.
`Cc1ccc(NC(=O)c2ccc(NCCN)c([N+](=O)[O-])c2)cc1Cl` gave Cycloheximide cs 4, AmpC no deterg -23%, LmPK inhibitor 3%, Tb PYK inh 0%, Pf growth 48h 4.1µM*, Shiga inhibitor 22 and Pf growth 96h 7%.
Screening COc1ccc(OC)c(C(=O)NC2CC(C)(C)Cc3c2cnn3-c2ccccc2)c1 (stereo not drawn) returned Cycloheximide cs 7, AmpC no deterg 61%[activator], LmPK inhibitor 2%, Tb PYK inh 0%, Pf growth 48h inconclusive, Shiga inhibitor -5 and Pf growth 96h 4%.
Screening COc1ccc(NS(=O)(=O)c2ccc(N/N=C(\C)c3ccncc3)c([N+](=O)[O-])c2)cc1 returned Cycloheximide cs -5, AmpC no deterg 18%, LmPK inhibitor 3%, Tb PYK inh 2%, Pf growth 48h inconclusive, Shiga inhibitor -10 and Pf growth 96h -14%.
For C/C(=N\NC(=O)CCCNc1cccc(C)c1)c1ccncc1 the results were Cycloheximide cs -3, AmpC no deterg -10%, LmPK inhibitor -4%, Tb PYK inh 1%, Pf growth 48h -18%, Shiga inhibitor -5 and Pf growth 96h inconclusive.

Source: PubChem (National Center for Advancing Translational Sciences (NCATS))
